# HP1b binding inh: HTS for Inhibitors of HP1-beta Chromodomain Interactions with Methylated Histone Tails; AID 540317, 2011; AlphaScreen HP1-beta / biotin-H3K9me3 peptide binding; Potency, µM (highest dose often 114 µM), without a hit: at the top dose activity change, negative = inhibition, most hits filed as inhibitors; hit rate 0.56% among 390,000; Chromobox protein homolog 1 (Homo sapiens), P83916; also: nearly all actives have a fitted effect of over 70% in size; inactives centre near 23
#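 Compound inhibition of the preformed complex between 50 nM HP1-beta and 50 nM biotinylated H3K9me3 peptide was read by AlphaScreen. Buffer was PBS pH 7.4 with 0.01% Tween-20. Incubations ran 30 min at room temperature, with 10 ug/mL donor/acceptor beads.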
# JMJD2A Tudor inh: qHTS Assay for Inhibitors of JMJD2A-Tudor Domain. Potency, µM (series often up to 114 µM), inactives show at the top dose activity change, negative = inhibition, actives largely listed as inhibitors. hit rate 4.4% among 390,000. Lysine-specific demethylase 4A (Homo sapiens), O75164. AlphaScreen JMJD2A-Tudor / H3K4me3 peptide binding; also: % is scaled to controls: 0 for no effect and ±100 for the full control effect; nearly all actives have a fitted effect of over 50% in size
# GLS inhibitor: qHTS for Inhibitors of Glutaminase (GLS) | hit rate 0.21% among 410,000 | GLS enzymatic activity, qHTS titration | Potency, µM (highest dose often 45.5 µM), inactives show at the top dose activity change, negative = inhibition, usual class: inhibitors | Glutaminase kidney isoform, mitochondrial (Homo sapiens), O94925; also: % is scaled to controls: 0 for no effect and ±100 for the full control effect
# Target sequence (O94925 whole entry, looked up, canonical isoform): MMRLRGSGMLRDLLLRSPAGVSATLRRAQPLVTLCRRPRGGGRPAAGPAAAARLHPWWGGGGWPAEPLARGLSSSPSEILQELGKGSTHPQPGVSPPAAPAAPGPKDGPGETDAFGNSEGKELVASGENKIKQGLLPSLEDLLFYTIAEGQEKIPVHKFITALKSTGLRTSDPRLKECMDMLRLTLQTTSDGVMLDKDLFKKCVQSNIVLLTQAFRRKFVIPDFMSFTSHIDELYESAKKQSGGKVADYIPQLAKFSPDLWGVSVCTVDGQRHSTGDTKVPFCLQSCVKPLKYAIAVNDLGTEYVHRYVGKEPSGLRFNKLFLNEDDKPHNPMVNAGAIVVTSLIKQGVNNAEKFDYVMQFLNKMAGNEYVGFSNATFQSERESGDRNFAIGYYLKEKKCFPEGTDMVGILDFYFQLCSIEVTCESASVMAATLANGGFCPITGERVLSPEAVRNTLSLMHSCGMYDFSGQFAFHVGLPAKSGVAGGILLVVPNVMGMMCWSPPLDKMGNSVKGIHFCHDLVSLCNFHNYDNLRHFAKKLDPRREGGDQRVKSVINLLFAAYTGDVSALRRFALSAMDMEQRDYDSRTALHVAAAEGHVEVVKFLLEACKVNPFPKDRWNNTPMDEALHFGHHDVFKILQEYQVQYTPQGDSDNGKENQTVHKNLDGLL
#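 Glutamate formation by hKGA was monitored fluorometrically using coupled glutamate oxidase, HRP and Amplex Red. Substrate was added as 1 mM L-glutamine solution; incubation was 30 min at RT after an initial read.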
# Tb PGK inh: qHTS Assay to Find Inhibitors of Phosphoglycerate Kinase. Phosphoglycerate kinase, glycosomal (Trypanosoma brucei brucei), P07378. PGK/GAPDH coupled, Kinase-Glo luminescence, 60 min. Potency, µM (titrated, usually from 57.5 µM), inactives show at the highest dose activity change, negative = inhibition, actives largely listed as inhibitors. hit rate 0.043% among 380,000. AID 602233, 2012; also: % is scaled to controls: 0 for no effect and ±100 for the full control effect; nearly all actives have a fitted effect of over 60% in size
# Target sequence (P07378 whole entry, looked up): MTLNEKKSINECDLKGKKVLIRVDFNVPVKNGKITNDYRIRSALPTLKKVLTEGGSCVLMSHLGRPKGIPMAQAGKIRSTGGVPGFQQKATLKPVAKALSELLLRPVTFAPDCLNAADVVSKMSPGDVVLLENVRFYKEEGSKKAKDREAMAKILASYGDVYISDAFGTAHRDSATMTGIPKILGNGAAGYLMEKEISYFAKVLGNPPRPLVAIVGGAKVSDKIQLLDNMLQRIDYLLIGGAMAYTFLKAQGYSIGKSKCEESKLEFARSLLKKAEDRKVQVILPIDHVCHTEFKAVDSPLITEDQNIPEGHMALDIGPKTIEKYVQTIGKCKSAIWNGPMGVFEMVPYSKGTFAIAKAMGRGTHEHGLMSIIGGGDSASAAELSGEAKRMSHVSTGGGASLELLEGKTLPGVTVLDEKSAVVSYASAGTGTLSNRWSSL
#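 Luminescent ATP detection (Kinase-Glo Plus) follows a 60-minute room-temperature incubation, with wells lacking PGK as controls. Buffer: 100 mM TEA (pH 7.6), 5 mM MgCl2, 0.01% Tween-20. Coupling enzyme GAPDH (100 nM final) supplies unstable 1,3-BPG in-well.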
# ERG Ets-DNA blk: qHTS for Small Molecule Inhibitors of the ERG Ets/DNA interaction. fluorescence polarization, His-ERG Ets domain / labelled DNA. Potency, µM (doses to about 76.9 µM), inactives show at the top dose FP activity, negative = inhibition, hits mostly inhibitors. hit rate 0.028% among 370,000. AID 624246, 2012; active = well fitted inhibition curve with a large enough effect in the polarisation, with a control signal flat; inconclusive = small, poorly fitted or top-dose-only effect, or effect the other way, or a change in a side signal; inactive = no such curve, though single readings can be large or run the other way; the % refers to the polarisation;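 also: polarization taken with two DNA probes labelled with fluorescein and Texas red; % of control where 0% means no effect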
#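 His-tagged ERG Ets domain (1 uM in the protein solution; 300mM KCl, 50mM Tris-HCl, 1mM EDTA, 1mM DTT, pH 7.5) received compound, then a probe mix of 5 nM fluorescein-DNA and 100nM Texas-615-DNA. Fluorescence polarization was read for both dyes.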
# TrxR1 inh: qHTS Assay for Inhibitors of Mammalian Selenoprotein Thioredoxin Reductase 1 (TrxR1): qHTS | recombinant rTrxR1, NADPH fluorescence consumption, selenite substrate | Potency, µM (top dose mostly 114 µM), for the others: at the highest dose activity change, negative = inhibition, most hits filed as inhibitors | hit rate 1% among 390,000 | AID 588453, 2011; also: % is scaled to controls: 0 for no effect and ±100 for the full control effect; nearly all actives have a fitted effect of over 65% in size
#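 Rat TrxR1 (90 nM in the dispensed reagent) was pre-reduced with 400 uM NADPH for 5 min at room temperature, then incubated with compound for 15 min. After 400 uM selenite was added, NADPH fluorescence (Ex 340/Em 450 nm) was followed for 8 min.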
# Pin1 inh: qHTS Assay to Find Inhibitors of Pin1 | Peptidyl-prolyl cis-trans isomerase NIMA-interacting 1 (Homo sapiens), Q13526 | Pin1 FP peptide displacement, HiFluor488, 10 min | Potency, µM (top dose mostly 115 µM), without a hit: top-dose activity, negative = inhibition, actives largely listed as inhibitors | hit rate 0.009% among 390,000 | AID 504891, 2011; active = well fitted inhibition curve with a large enough effect in the polarisation, with a control signal flat, not every such curve was filed as active; inconclusive = small, poorly fitted or top-dose-only effect, or effect the other way, or a change in a side signal; inactive = no such curve, though single readings can be large or run the other way; the % refers to the polarisation; also: % is scaled to controls: 0 for no effect and ±100 for the full control effect
# 12-LOX inh: Primary qHTS assay for inhibitors of human arachidonate 12S-lipoxygenase (ALOX12): Round 2; Polyunsaturated fatty acid lipoxygenase ALOX12 (Homo sapiens), P18054; purified 12hLO, xylenol orange hydroperoxide absorbance; Potency, µM (titrated, usually from 108 µM), inactives show at the highest dose activity change, negative = inhibition, usual class: inhibitors; hit rate 1.1% among 580,000; AID 1671190, 2021; also: % is scaled to controls: 0 for no effect and ±100 for the full control effect
#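 Purified human 12hLO (150 nM final) in 25 mM Hepes, 0.01% Triton X-100, pH 7.0 was preincubated 15 min at room temperature with compound. Then 40 uM arachidonic acid was added, 30 min. Hydroperoxide was read by Fe-XO absorbance ratio 573/405 nm.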
# RGS4 inh: Inhibitors of Regulator of G Protein Signaling (RGS) 4: qHTS; Transcreener GDP fluorescence polarization, RGS4-accelerated GTP hydrolysis; Potency, µM (highest dose often 114 µM), for the others: at the highest dose activity change, negative = inhibition, actives largely listed as inhibitors; hit rate 0.039% among 390,000; also: % is scaled to controls: 0 for no effect and ±100 for the full control effect; nearly all actives have a fitted effect of over 75% in size; some results filed as inactive show a strong effect at the top dose
#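 MLSMR compounds (23 nl, pin-transferred) preincubated 10 min at room temperature with a 500nM (2x) first reagent, then RGS4 at 900nM (2x) plus Transcreener GDP mix added; fluorescence polarization (620/688 nm) read before and after 90 min at 30 °C.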
# Starred values were filed as active, the others as inactive; i = inactive; ? = inconclusive; · = no result given; [ ] = dose if it differs, or a comment. Unless noted, calls follow the shape of the dose curve; as a rule, active = well fitted curve in the direction sought with a large enough effect; inconclusive = small, poorly fitted or top-dose-only effect, or another doubt; inactive = no such curve, though single readings can be large; an effect the other way counts as inactive or inconclusive. Potency is read from the fitted curve at half-maximal effect.
SMILES,HP1b binding inh,JMJD2A Tudor inh,GLS inhibitor,Tb PGK inh,ERG Ets-DNA blk,TrxR1 inh,Pin1 inh,12-LOX inh,RGS4 inh
COc1ccc(Cl)cc1NC(=O)C1CCCN(S(C)(=O)=O)C1 (stereo not given),66%[activator],-5%,-6%,-1%,1%,43%[activator],3%,6%,-9%
Cc1cc(NCCCCO)n2c(nc3ccccc32)c1C#N,11%,-6%,-15%,-6%,5%,76%[activator][57.1 µM],35%[activator],0%,11%
Cc1nc(SCc2cccc(F)c2)[nH]c(=O)c1C#N,9%,-24%,2%,-1%,-6%,15%,-8%,-11%,-4%
C=CCN1C(=O)N/C(=C/c2ccc(C)o2)C1=O,-8%,-18%,15%,·,5%,50µM*,-8%,-3%,?
Nc1ccc(S(=O)(=O)c2ccc(N)c(N)c2)cc1,13%,-13%,-4%,7%,-4%,6%,-1%,7%,-5%
CC(C)CN1C(=O)C(=O)N(CC(=O)N(C)CC(=O)Nc2ccc(Cl)c(C(F)(F)F)c2)C1=O,30%,-8%,12%,0%,2%,0%,-11%,35%,-1%
Oc1c(C(c2ccccc2)N2CCN(c3cccc(Cl)c3)CC2)sc2nc(-c3ccco3)nn12 (stereo not given),?,?,2%,-15%,-1%,24%[57.1 µM],0%,-19%,19%
C/C(=N\NC(=O)c1ccc(Cl)c(Cl)c1)c1ccccn1,22%[57 µM],?,-1%,-6%,-5%,14%,0%,0%,-2%
COc1ccc(NC2C=CS(=O)(=O)C2)c(OC)c1 (stereo not given),7%,-28%,64%[activator],-5%,·,-15%,-11%,?,1%
COc1cccc(/C=N/Nc2cc(Cl)nc(C)n2)c1O,49%[activator],-18%,-3%,4%,4%,0%,0%,2%,5%[56.9 µM]
Cc1ccc(-c2cc(NC(=O)c3ccccc3[N+](=O)[O-])n[nH]2)cc1,17%,-30%,0%,i,3%,26%,0%,2%,2%
Cc1ccc(CNC(=O)C2CCCN(S(=O)(=O)c3ccc4c(ccn4C)c3)C2)cc1 (stereo not given),21%[57 µM],-7%,-21%,5%,1%,11%[57.1 µM],9%,-17%,-16%
CCCc1cc(=O)[nH]c(SCC(=O)CSc2nc(CCC)cc(=O)[nH]2)n1,44%[activator],5%,6%,-10%,-3%,26%,-12%,?,?
C=CCOc1ccc(C(=O)Nc2ncn[nH]2)cc1,10%,-26%,5%,-9%,7%,-6%,-1%,0%,17%
Nc1c(N(Cc2ccco2)C(=O)c2cccc(Cl)c2)c(=O)[nH]c(=O)n1Cc1ccccc1,38%,-16%,-1%,13%,13%,-29%,7%,8%,39%
Cc1ccc(NC(=O)COC(=O)CN2C(=O)NC3(CCCC3)C2=O)cc1S(=O)(=O)N(C)C,32%,1%,2%,-9%,10%,9%,1%,-3%,0%
COc1ccc(S(=O)(=O)N2CCCCCC2)cc1C(=O)N(C)Cc1ccc(F)cc1,19%,-13%,6%,-1%,1%,-3%,-2%,-2%,24%
Cc1cccc(CS(=O)(=O)c2nnc([C@H](Cc3ccccc3)NC(=O)OC(C)(C)C)o2)c1,67%[activator],-4%,-6%,i,-29%,0.4µM*,27%,·,?
COCCNC(=O)CN(C(=O)Cn1nnc2ccccc21)c1ccc(C)c(F)c1,57%[activator],-13%,2%,i,3%,10%,4%,-24%,-10%
COc1ccc(Cl)cc1C(=O)CSc1nc(N)cc(N)n1,24%,?,1%,-8%,-9%,13%[57.1 µM],3%,?,?
CC(C)C(OC(=O)CN1C(=O)c2ccccc2C1=O)C(=O)NC1CCCC1 (stereo not given),12%,-16%,1%,-5%,-5%,12%[57.1 µM],1%,-1%,3%
CSC(=NC#N)N1CCN(c2ccc([N+](=O)[O-])cc2)CC1,-5%,-17%,8%,-2%,-3%,-2%,4%,?,0%
O=C(/C=C/c1ccc(F)cc1)Nc1nc2n(n1)C(c1ccc(Cl)cc1)C=C(c1ccccc1)N2 (stereo not given),35%,1%,?,-9%,1%,6%,1%,-1%,-16%
Cc1nn2c(C)c(C(=O)N3CCN(c4ccccc4)CC3)cnc2c1-c1ccccc1,23%,-25%,13%,i,4%,9%[57.1 µM],24%,-1%,-15%
COC(=O)c1scc(C)c1NC(=O)c1ccc(Cl)cc1,8%,3%,1%,i,-10%,14%[57.1 µM],-1%,·,21%

# Full records, looked up by structure. Order of screens: HP1b binding inh, JMJD2A Tudor inh, GLS inhibitor, Tb PGK inh, ERG Ets-DNA blk, TrxR1 inh, Pin1 inh, 12-LOX inh, RGS4 inh
# Shown for Cc1ccc(CNC(=O)C2CCCN(S(=O)(=O)c3ccc4c(ccn4C)c3)C2)cc1 (stereo not given) : 21%[57 µM], -7%, -21%, 5%, 1%, 11%[57.1 µM], 9%, -17%, -16%
# Shown for COc1ccc(Cl)cc1C(=O)CSc1nc(N)cc(N)n1 : 24%, ?, 1%, -8%, -9%, 13%[57.1 µM], 3%, ?, ?

# Next section.
SMILES,HP1b binding inh,JMJD2A Tudor inh,GLS inhibitor,Tb PGK inh,ERG Ets-DNA blk,TrxR1 inh,Pin1 inh,12-LOX inh,RGS4 inh
O=C(CCC(=O)c1ccc(F)cc1)OCc1nnc(-c2ccc([N+](=O)[O-])cc2)o1,23%,-21%,-3%,-6%,-13%,50µM*,-1%,-5%,-32%
CSCC(C)N1CCC(n2nccc2NC(=O)c2ccccc2C)CC1 (stereo not given),42%[activator],-2%,-2%,-11%,6%,18%,?,21%,32%
CCOC(=O)c1cccc(NC(=O)CC2C(=O)N(c3ccccc3)C(=O)N2Cc2ccco2)c1 (stereo not given),22%,-28%,-5%,i,0%,-14%,-16%,?,19%
CN(C)S(=O)(=O)c1cccc(NC(=O)COC(=O)c2ccc(Br)o2)c1,19%,-9%,5%,1%,6%,13%,-6%,?,-3%
O=C(CN1C(=O)CCc2cc(S(=O)(=O)N3CCOCC3)ccc21)Nc1cccc(C(F)(F)F)c1,-2%,-21%,-5%,-2%,0%,11%[57.1 µM],15%,-7%,-11%
CCC1(C)CC(CCN(Cc2ccco2)C(C)=O)(c2ccccc2)CCO1 (stereo not given),4%,-32%,-1%,-1%,0%,9%,6%,-15%,-19%
CCC[n+]1cn(/C(C(=S)Nc2cccc(Cl)c2C)=C(/[O-])c2ccc(OC)c(OC)c2)c2ccccc21,-19%,?,0%,1%,-2%,6%[57.1 µM],-1%,-20%,-6%
COC(=O)C(=CC(=CN(C)C)C=C(C(=O)OC)C(=O)OC)C(=O)OC,20%,-4%,1%,-6%,-9%,?,-10%,142%[activator],-2%
O=C(NC1CCCCC1)C(c1ccncc1)N(Cc1ccc2c(c1)OCO2)C(=O)c1cnsn1 (stereo not given),22%,-17%,2%,i,1%,-17%,-11%,?,-21%
CSC1(SC2=NCCN2)SC2(NCCN2)S1,23%,-11%,-5%,3%,·,-19%,-8%,?,-38%
OC(COc1ccc(Br)cc1)CN1CCCC1 (stereo not given),29%,-14%,5%,-8%,2%,-7%,-7%,6%,17%
COc1ccc(NC(=O)CCCn2c(=O)c3sccc3n(Cc3ccccc3C)c2=O)cc1,25%,-4%,-10%,0%,·,-10%,16%,-3%,-42%
CCOc1ccc2[nH]cc(C(=O)O)c(=O)c2c1,18%,-7%,1%,-5%,·,12%,-1%,-5%,8%
N#CC/C(N)=N/Nc1nc2ccccc2nc1Cc1ccccc1,-5%[57 µM],?,-14%,-12%,-18%,-10%,11%,-1%,-33%
COc1ccc(CC(=O)Nc2ccc(F)c(Cl)c2)cc1S(=O)(=O)N1CCOCC1,27%,-14%,3%,4%,3%,14%,5%,26%,20%
N#CC1=C(N)N2C(=C(C#N)C1c1ccc(Br)cc1)Nc1ccccc12 (stereo not given),1%,-29%,9%,-7%,10%,0%,5%,-13%,-16%[11.4 µM]
Cn1ncc(N)c1C(=O)Nc1cccc(C(F)(F)F)c1,14%,-9%,1%,-7%,2%,19%[57.1 µM],-1%,6%,-13%
COc1ccc(NC(=O)C2CCCN(S(=O)(=O)c3cccc4nonc34)C2)c(OC)c1 (stereo not given),-1%,-9%,-1%,-9%,-2%,2%,7%,-6%,-11%
Cc1cccc(NC(=O)C2CCN(S(=O)(=O)c3ccc4c(c3)OCCCO4)CC2)n1,36%,-15%,-18%,i,-3%,7%[57.1 µM],0%,?,-23%
CCN(CCn1cccn1)C(=O)c1cc(COc2c(F)cccc2F)on1,24%,-5%,15%,-2%,-7%,17%,0%,3%,20%
Cc1nn(CCCC(=O)Nc2ccccc2C(F)(F)F)c(=O)c2c1sc1ccccc12,63%[activator],0%,1%,-3%,6%,50%[activator],1%,0%,0%
CC1=CC(C)(C)n2c(O)c(C3=NC(=S)NC3=O)c3cc(OC(=O)c4cccc5ccccc45)cc1c32,?,?,-10%,i,-13%,-20%,0%,386%[activator],-10%
C/C(=N/NS(=O)(=O)c1ccc(C(C)C)cc1)c1ccncc1,45%[activator],-15%,6%,-11%,5%,14%,-12%,?,-24%

# The list is partial; the hit share may differ from the screen's.
